# Screening results deposited in PubChem BioAssay by National Center for Advancing Translational Sciences (NCATS).
# Pol eta inh: blocks human DNA polymerase eta activity; 1.2% of 390,000 active; Q9Y253; AID 588591; recombinant Pol eta, fluorescent DNA replication assay; Potency, µM (highest dose often 114 µM), for inactives: at the highest dose activity change, negative = inhibition, usual class: inhibitors; also: potency is read from the fitted curve at half-maximal effect; % is scaled to controls: 0 for no effect and ±100 for the full control effect
#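 Fluorescent replication assay: 50 nM final substrate added after a 15 min room-temperature compound preincubation with 10 nM enzyme. Signal taken at 0 min and again at 10 min.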
# G9a block: G9a (human) methyltransferase inhibition; G9a H3K9 monomethylation, AlphaScreen, 2 h; AID 504332; 8.8% of 350,000 active; Q96KQ7; Potency, µM (top dose mostly 102 µM), for inactives: top-dose activity, negative = inhibition, hits mostly inhibitors; also: potency is read from the fitted curve at half-maximal effect; % is scaled to controls: 0 for no effect and ±100 for the full control effect; nearly all actives have a fitted effect of over 75% in size
#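 Methyltransferase reactions run at room temperature for 2 h (20 nM enzyme, 500 nM biotin-H3K9 peptide, 20 uM SAM) after a 15 min compound preincubation; product detected by AlphaScreen beads and anti-H3K9me1 antibody.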
# GLS inh: inhibitors of human glutaminase (GLS) | O94925 | GLS enzymatic activity, qHTS titration | Potency, µM (top dose mostly 45.5 µM), inactives show at the highest dose activity change, negative = inhibition, usual class: inhibitors | 0.21% of 410,000 active | AID 624170; also: potency is read from the fitted curve at half-maximal effect; % is scaled to controls: 0 for no effect and ±100 for the full control effect
# Target sequence (O94925 whole entry, looked up): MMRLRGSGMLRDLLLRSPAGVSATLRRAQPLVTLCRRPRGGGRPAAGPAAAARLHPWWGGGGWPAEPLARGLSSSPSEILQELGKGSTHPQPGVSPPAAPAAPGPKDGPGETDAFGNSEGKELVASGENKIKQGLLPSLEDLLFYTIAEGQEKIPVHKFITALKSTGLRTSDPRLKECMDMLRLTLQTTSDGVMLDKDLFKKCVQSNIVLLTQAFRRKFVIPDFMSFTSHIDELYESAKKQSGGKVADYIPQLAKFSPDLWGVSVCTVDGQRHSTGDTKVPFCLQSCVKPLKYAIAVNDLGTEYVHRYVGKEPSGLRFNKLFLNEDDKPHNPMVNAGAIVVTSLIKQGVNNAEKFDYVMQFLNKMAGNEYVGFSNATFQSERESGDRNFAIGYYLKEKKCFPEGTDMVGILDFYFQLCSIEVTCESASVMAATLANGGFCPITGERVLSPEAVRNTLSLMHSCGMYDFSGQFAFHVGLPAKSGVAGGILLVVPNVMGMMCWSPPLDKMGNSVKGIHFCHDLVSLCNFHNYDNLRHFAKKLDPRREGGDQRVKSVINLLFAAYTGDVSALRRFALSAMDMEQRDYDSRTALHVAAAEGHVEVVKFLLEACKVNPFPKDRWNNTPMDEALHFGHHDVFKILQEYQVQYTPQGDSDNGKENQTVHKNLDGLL
#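 hKGA in 45 mM KH2PO4 pH 8.2, 0.02% Tween-20 with pin-transferred compounds; 1 mM L-glutamine (stock) plus glutamate oxidase/HRP/Amplex Red coupling added. Fluorescence read initially and after 30 min at RT.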
# JMJD2A Tudor inh: JMJD2A Tudor domain (human) inhibition; O75164; AlphaScreen JMJD2A-Tudor / H3K4me3 peptide binding; Potency, µM (series often up to 114 µM), without a hit: top-dose activity change, negative = inhibition, usual class: inhibitors; 4.4% of 390,000 active; AID 504339; also: potency is read from the fitted curve at half-maximal effect; % is scaled to controls: 0 for no effect and ±100 for the full control effect; nearly all actives have a fitted effect of over 50% in size
# BAZ2B block: inhibitors of human BAZ2B bromodomain | Q9UIF8 | AlphaScreen BAZ2B-H3K14Ac peptide displacement | Potency, µM (highest dose often 114 µM), without a hit: at the top dose activity change, negative = inhibition, hits mostly inhibitors | 4.4% of 360,000 active | AID 504333; also: potency is read from the fitted curve at half-maximal effect; % is scaled to controls: 0 for no effect and ±100 for the full control effect; nearly all actives have a fitted effect of over 60% in size
#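 Multi-concentration screen (max 110 uM) measuring displacement of acetylated histone H3 peptide from BAZ2B by AlphaScreen, using 50 nM protein, 50 nM peptide and 10 ug/mL streptavidin donor plus Ni-chelate acceptor beads.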
# PI4K2A block: blocks human PI4K2A kinase activity; Q9BTU6; purified PI4K2A, ADP-Glo luminescence, 1 h; hits give low values; activity change, negative = inhibition, % at 76.9 µM; 0.13% of 420,000 active; AID 1346378; in the data active = activity change below about -50%; inconclusive = mostly about -30% to -49%;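 also: -100% = wells without enzyme as full effect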
#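 ADP-Glo luminescence measured ADP generated by PI4K2A enzyme (4 ug/mL before mixing) with 1.2 mM PI substrate (pre-mix) and 300 microM ATP (pre-mix). Tris pH7.5 buffer with MgCl2, Triton X-100; 1 h reaction at ambient temperature.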
# Tb PGK inh: T. brucei PGK inhibition | P07378 | PGK/GAPDH coupled, Kinase-Glo luminescence, 60 min | Potency, µM (series often up to 57.5 µM), for the others: at the top dose activity change, negative = inhibition, most hits filed as inhibitors | 0.043% of 380,000 active | AID 602233; also: potency is read from the fitted curve at half-maximal effect; % is scaled to controls: 0 for no effect and ±100 for the full control effect; nearly all actives have a fitted effect of over 60% in size
#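 Recombinant glycosomal PGK reaction used 1,3-bisphosphoglycerate generated in-well by GAPDH (100nM final) in 100mM TEA pH 7.6, 5mM MgCl2, 0.01% Tween-20. After 60 minutes at room temperature, ATP was read by Kinase-Glo Plus luminescence end-point.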
# HP1b binding inh: HP1-beta chromodomain-methylated histone interaction inhibition; P83916; AlphaScreen HP1-beta / biotin-H3K9me3 peptide binding; 0.56% of 390,000 active; Potency, µM (doses to about 114 µM), for inactives: at the highest dose activity change, negative = inhibition, hits mostly inhibitors; AID 540317; also: potency is read from the fitted curve at half-maximal effect; nearly all actives have a fitted effect of over 70% in size; inactives centre near 23
# Target sequence (P83916 whole entry, looked up): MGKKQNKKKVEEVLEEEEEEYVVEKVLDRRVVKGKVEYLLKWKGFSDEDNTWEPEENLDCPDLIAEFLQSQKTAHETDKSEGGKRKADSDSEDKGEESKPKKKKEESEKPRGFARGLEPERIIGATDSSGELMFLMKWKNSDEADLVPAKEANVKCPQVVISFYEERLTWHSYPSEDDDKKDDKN
#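 HP1-beta protein (50 nM final) preincubated 30 min at room temperature with biotinylated H3(1-18)K9me3 peptide (50 nM) in PBS pH 7.4, 0.01% Tween-20, then compound added for 30 min. AlphaScreen streptavidin donor/nickel chelate acceptor beads (10 ug/mL final), 30 min dark, luminescence read.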
# Pin1 inhibitor: inhibitors of human Pin1; 0.009% of 390,000 active; Pin1 FP peptide displacement, HiFluor488, 10 min; AID 504891; Q13526; Potency, µM (highest dose often 115 µM), for the others: top-dose activity, negative = inhibition, hits mostly inhibitors; active = well fitted inhibition curve with a large enough effect in the polarisation, with a control signal flat, not every such curve was filed as active; inconclusive = small, poorly fitted or top-dose-only effect, or effect the other way, or a change in a side signal; inactive = no such curve, though single readings can be large or run the other way; the % refers to the polarisation; also: potency is read from the fitted curve at half-maximal effect; % is scaled to controls: 0 for no effect and ±100 for the full control effect
# Target sequence (Q13526 whole entry, looked up): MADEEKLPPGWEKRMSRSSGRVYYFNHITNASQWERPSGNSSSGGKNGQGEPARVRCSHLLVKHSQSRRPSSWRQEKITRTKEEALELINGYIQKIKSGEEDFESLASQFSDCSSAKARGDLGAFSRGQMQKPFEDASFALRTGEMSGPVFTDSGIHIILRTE
# Starred values were filed as active, the others as inactive; i = inactive; ? = inconclusive; · = not tested or not shown; [ ] = dose if it differs, or a comment. Unless noted, calls follow the shape of the dose curve; as a rule, active = well fitted curve in the direction sought with a large enough effect; inconclusive = small, poorly fitted or top-dose-only effect, or another doubt; inactive = no such curve, though single readings can be large; an effect the other way counts as inactive or inconclusive. Only part of the results is shown; rates above refer to the full screens.
SMILES,Pol eta inh,G9a block,GLS inh,JMJD2A Tudor inh,BAZ2B block,PI4K2A block,Tb PGK inh,HP1b binding inh,Pin1 inhibitor
Cc1ccnc(NC(=O)c2cccs2)c1,-14%,38%[12.7 µM],-1%,?,-26%,-29,-17%,50%[activator],-2%
Cc1ccccc1-n1ccnc1SCC(=O)NC1CCCC1,-9%,13%,-1%,-15%,-16%[57.1 µM],-2,-6%,32%,-1%
COc1ccc(NC(=O)NNS(=O)(=O)c2cc(C)ccc2C)cc1OC,-20%,10%,?,-10%,0%,2,-12%,12%,2%
CC(OC(=O)C1CC(=O)N(Cc2ccco2)C1)C(=O)Nc1cccc(C#N)c1 (centres undefined),-15%,?,-3%,-3%,6%,3,2%,32%,-2%
CN(C)c1ccc(S(=O)(=O)N2CCCCC2)cc1NC(=O)CCNC(=O)c1ccccc1Cl,-23%,·,0%,-15%,·,-2,-12%,21%,-5%
CC1CCCC(=NNc2ccc3ccccc3n2)C1 (centres undefined),-14%,·,16%,-32%,·,-1,10%,?,-2%
O=C(CCN1C(=O)C2C3CC(C(Br)C3Br)C2C1=O)OCC(=O)c1ccccc1 (centres undefined),-8%,10%[59 µM],-26%,79µM*,5%,-3,-3%,-4%,0%
COc1ccc(NC(=O)C(=O)NCCc2sc(-c3ccc(Cl)cc3)nc2C)cc1,-16%,4%[59 µM],-4%,5%,3%,7,4%,31%,-9%
O=C(CSc1nnc(NC2CCCCC2)s1)Nc1ccc2c(c1)C(=O)c1ccccc1C2=O,-4%,·,-2%,-24%,?,0,·,16%,0%
COc1ccc(C(=O)OCC(=O)c2ccc3c(c2)NC(=O)CO3)cc1OC,-19%,·,-2%,0%,·,8,13%,43%[activator],8%
CCN(CC)S(=O)(=O)c1cccc(C(=O)NCC(c2ccccc2)N(C)C)c1 (centres undefined),3%,?,79%[activator],-7%,·,-14,14%,13%,5%
C=CCn1c(C)nnc1SCC(=O)Nc1nccs1,2%,?,-2%,-7%,-27%,-3,-1%,15%,-7%
Cn1c(N)c(C(=O)c2ccc(Cl)c(S(=O)(=O)N3CCCCCC3)c2)c(=O)n(C)c1=O,?,·,-1%,-18%,·,-2,-8%,30%,3%
C=CCn1c(SCC(=O)NC(=O)c2cccc([N+](=O)[O-])c2)nnc1-c1ccccc1,-13%,11%[59 µM],7%,-17%,-5%,0,-7%,18%,1%
CCc1ccc(NC(=O)CC2C(=O)N(c3cccc(C)c3)C(=O)N2Cc2ccco2)cc1 (centres undefined),-22%,?,-6%,-25%,-24%,6,i,51%[activator],5%
Clc1ccccc1CN(Cc1ccco1)Cc1nnnn1C1CCCC1,-8%,-50%[59 µM],1%,-7%,-4%,1,-7%,38%,-13%
CCc1cc2c3c(c(=O)oc2cc1O)CCCC3,2%,-17%[12.7 µM],13%,2%,-3%,9,-2%,14%,-1%
Cc1ccc(OCC(=O)Nc2ccc3c(c2)sc(=O)n3C)cc1,-19%,-31%[59 µM],-10%,-8%,-4%,10,2%,29%,-5%
CCCCNC(=O)Nc1nnc(-c2ccc(OCC)cc2)o1,5%,21%[59 µM],1%,-25%,-6%,16,-6%,31%,-15%
CCOCCCNC(=O)C(c1ccc(OC)cc1)N(Cc1cccs1)C(=O)c1ccccn1 (centres undefined),-5%,5%,7%,-2%,-2%,8,17%,13%,0%
CCOC(=O)c1ccc(NC(=O)CN2C(=O)C(C)(C)c3ccccc32)cc1,-17%,4%[59 µM],10%,-19%,-1%,5,11%,11%[57 µM],-10%
C=CCOc1ccc(CNc2nccs2)cc1OCC,-11%,15%[59 µM],10%,-12%,0%,1,i,13%,-5%
O=C1/C(=C/c2ccccn2)SC(=S)N1Cc1ccccc1,-7%,·,1%,-18%,-10%,-8,i,1%,-3%
CCCCn1cnc2c(SCc3ccc([N+](=O)[O-])cc3)nc(N)nc21,1%,·,10%,-27%,·,-3,0%,2%,-8%
COc1ccccc1NC(=S)NC(=O)/C=C/c1ccco1,20µM*,?,3%,-26%[57.1 µM],50µM*,-11,-6%,-13%,0%
CCc1nn(CC(=O)NCCc2ccc(OC)cc2OC)c(=O)c2cc3c(OC)cccc3n12,-5%,3%[59 µM],4%,-24%,-11%,1,2%,35%,-3%
COc1ccc(Cl)cc1NC(=O)CSc1cn(CC(=O)N2CCCCCC2)c2ccccc12,-7%,?,-8%,-21%,-19%,2,-10%,12%,?
O=C(COC(=O)Cc1c(F)cccc1Cl)NC(=O)c1ccccc1,-22%,13%,-14%,1%,-1%,0,-9%,28%,-7%
CCn1ccc(C(=O)Nc2sc3c(c2C(=O)OC)CCC3)n1,-14%,12%[0.501 µM],3%,25%,-7%,5,-3%,23%,10%
COC(=O)c1ccc(CNC(=O)[C@@H]2CCCN2S(=O)(=O)c2ccccc2F)cc1,2%,·,2%,-17%,·,2,7%,31%[activator],-2%
O=C(CSc1ncc(-c2ccc(F)cc2)n1Cc1ccco1)Nc1ccc2c(c1)OCO2,-20%,?,-4%,45µM*,11µM*,-3,0%,-56%,33%[activator]
CC1(C)NC(=O)N(CCCCOc2ccc(Cl)cc2)C1=O,-2%,17%[59 µM],-2%,-2%,6%,3,i,52%[activator],4%
COc1ccc(N(CC(=O)Nc2ccccc2C(N)=O)S(=O)(=O)c2ccc(C)c([N+](=O)[O-])c2)cc1,-24%,?,?,-34%,-29%,4,5%,31%,?
Cc1[nH]n(-c2ccc([N+](=O)[O-])cc2)c(=O)c1C=NCCN1CCN(C(=O)c2ccc(Br)cc2)CC1,-2%,?,3%,-11%,-5%,-18,-7%,25%,?
COc1ccc(Nc2ccc(N3C(=O)CCC3=O)cc2[N+](=O)[O-])cn1,-9%,9%,1%,6%,-9%,6,-4%,32%,3%
CCCOn1nnnc1-c1ccccc1,5%,6%[59 µM],6%,-3%,-4%,14,-1%,14%,-3%

# Fetched by structure from above:
SMILES,Pol eta inh,G9a block,GLS inh,JMJD2A Tudor inh,BAZ2B block,PI4K2A block,Tb PGK inh,HP1b binding inh,Pin1 inhibitor
CCCOn1nnnc1-c1ccccc1,5%,6%[59 µM],6%,-3%,-4%,14,-1%,14%,-3%
Cc1ccccc1-n1ccnc1SCC(=O)NC1CCCC1,-9%,13%,-1%,-15%,-16%[57.1 µM],-2,-6%,32%,-1%

# Following part.
SMILES,Pol eta inh,G9a block,GLS inh,JMJD2A Tudor inh,BAZ2B block,PI4K2A block,Tb PGK inh,HP1b binding inh,Pin1 inhibitor
COc1cccc(C(=O)NCC(c2ccc3c(c2)OCO3)N2CCN(C)CC2)c1 (centres undefined),-18%,-4%[59 µM],2%,-7%,39%[activator],-2,-3%,54%[activator][57 µM],-7%
CCCN1CCN(CCCNC(=O)C2CCN(c3nnc(-n4cccc4)s3)CC2)CC1,0%,?,7%,-26%,-6%,-8,-12%,7%,0%
CSc1ccc(Cl)c(C(=O)Nc2ccc(OCC(N)=O)cc2)c1,-9%,16%,0%,-13%,-5%,2,i,21%,-1%
COc1ccc(C(=O)OCC(=O)N(C)C2CCS(=O)(=O)C2)cc1S(=O)(=O)N(C)Cc1ccccc1 (centres undefined),-2%,4%[0.501 µM],7%,-14%,4%,2,-6%,6%,-11%
CCOc1ccc(/C=C(\C(=O)O)c2ccc(S(=O)(=O)N3CCCCC3)s2)cc1OC,?,·,25%,-12%,·,1,3%,7%,-2%
COc1ccc(CSc2nnc(N)s2)cc1F,?,45µM*,-4%,-24%,-26%,-5,-2%,40%[activator],-6%
C[C@H]1CN([C@@H](C)CO)S(=O)(=O)c2ccc(Br)cc2O[C@H]1CN(C)C(=O)Nc1ccccc1F,2%,·,2%,·,·,-9,i,·,·
C/C(N)=C(/C#N)C(=O)COc1ncnc2ccc(Br)cc12,?,1%,-3%,-8%[57.1 µM],-3%,3,-1%,35%[activator],4%
CCN=C1SC(C(=O)Nc2cccc(OCC)c2)CC(=O)N1CC (centres undefined),-11%,6%,15%,-17%,6%,-2,·,-14%,-1%
CCOC(=O)c1sc(N(Cc2ccccc2)C(=O)COC(=O)c2ccc(O)cc2)nc1C,-15%,?,-1%,-27%,-35%,-3,-9%,4%,22%
COc1ccc(C2=NCCc3cc(OC)c(OC)cc32)cc1,-17%,19%[59 µM],-1%,-1%,-5%,-5,0%,15%,6%
Oc1ccc(/C=N/N2CCOCC2)c(O)c1O,-21%,4µM*,76%[activator],22µM*,·,-1,-9%,-6%,?
CC(/C=C/c1ccccc1)=N\NC(=O)Cn1cncn1,-12%,-42%,-11%,-10%,-26%,3,-4%,5%,0%
O=C(Nc1cccc(-c2ccc(N3CCCCC3)nn2)c1)c1ccc(Br)o1,-18%,28µM*,4%,-15%,-6%,-6,-4%,7%,31%[activator]
CCCc1cc(=O)[nH]c(SCc2nc(-c3ccc(OCC)cc3)no2)n1,0%,20%[59 µM],9%,-14%,0%,-9,-10%,22%[57 µM],7%
CC(=O)OCC1OC(n2c(S)c(C#N)c(-c3ccccc3)c(C#N)c2=O)C(OC(C)=O)C(OC(C)=O)C1OC(C)=O (centres undefined),-11%,·,-24%,-16%,·,6,i,25%,28%
Cc1ccc(C(=O)COC(=O)C(CC(C)C)NC(=O)C2CCC(C)CC2)cc1 (centres undefined),-5%,-23%[59 µM],-11%,-1%,3%,3,-3%,23%,31%[activator]
CCNc1ccc(Br)cc(C(=O)/C=C/c2ccc(Cl)cc2)c1=O,40µM*,10µM*,-3%,45µM*,10µM*,3,-9%,-35%,?
